# Compound activity from PubChem BioAssay.
# KOR beta-arrestin-1: kappa opioid receptor blockers – cell-based, luminescence, uHTS (AID 1778). KOR beta-arrestin recruitment, luminescence, antagonist mode; higher % means a stronger effect. inhibition, % at 10 µM, or IC50 in µM where a hit was titrated. 290,000 compounds, 0.091% hits; note: strong numbers were not always called active
# M17LAP inhibition: P. falciparum M17LAP inhibitors, primary screen, biochemical, fluorogenic H-Leu-NHMec substrate, 1536-well (AID 1619). recombinant M17LAP, H-Leu-NHMec fluorogenic kinetic assay; higher % means a stronger effect. inhibition, % at 30 µM; hits with a dose series show IC50 in µM. 220,000 compounds, 0.38% hits;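 active = compound inhibiting the enzyme by more than half at any dose during confirmatory dose-response retesting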;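 note: plate controls were full reaction with DMSO carrier for no effect and no enzyme background for full effect; strong numbers were not always called active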
# HEK293 NOD2/NF-kB: inhibition of NOD2-driven NF-kB reporter – cell-based, luminescence, uHTS, HEK293 (AID 1566) | HEK293 NOD2/NF-kB luciferase reporter, luminescence; higher % means a stronger effect | inhibition, % at 4 µM; hits with a dose series show EC50 in µM | 290,000 compounds, 0.63% hits; note: many of its hits are not listed in these tables
# KOR beta-arrestin-2: kappa opioid receptor activators – cell-based, luminescence, uHTS, primary screen (AID 1777); one-dose activation, % at 10 µM; EC50 in µM for titrated hits; KOR beta-arrestin recruitment, luminescence; higher % means a stronger effect; 280,000 compounds, 0.02% hits; in the data active = activation above about 50%, passing the limit was not always enough; note: a part of the inactive calls stands beside numbers as strong as those of hits
# NOD1 NF-kB reporter: NOD1 signaling inhibitors, primary screen, cell-based, luminescence, uHTS (AID 1578); inhibition, % at 4 µM, or EC50 in µM where a hit was titrated; 290,000 compounds, 1% hits; NOD1-driven NF-kB luciferase reporter cells, luminescence; higher % means a stronger effect; in the data active = inhibition mostly above about 36%, no sharp cut-off; inactive = mostly below about 34%;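 note: HEK-293T reporter cells stimulated with the NOD1 agonist gamma-tri-DAP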
# P. falciparum M1AAP: P. falciparum M1AAP inhibitors, biochemical, fluorogenic H-Leu-NHMec substrate, 1536-well (AID 1445); 220,000 compounds, 0.42% hits; one-dose inhibition, % at 30 µM; IC50 in µM for titrated hits; recombinant M1AAP, H-Leu-NHMec fluorogenic kinetic assay; higher % means a stronger effect;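 active = primary inhibition above the hit cutoff, then over 50% inhibition at one or more dose response concentrations, cut at about 23% in these data, passing the limit was not always enough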;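 note: plate controls were DMSO full reaction for no effect and no enzyme background for full effect; strong numbers were not always called active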
# Dynein transport: blocks dynein driven cargo transport along microtubules. 3617.4 mouse cells, GR-EGFP nuclear translocation imaging; test concentration mostly 20 µM; stimulated with dexamethasone, 1 µM; hits give low values. 220,000 compounds, 0.47% hits. AID 1381. z-score, hits read low;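 active = plate z-score of nuclear minus cytoplasmic receptor signal below a set negative limit, without overly bright fluorescence or cell loss, cut at about -3.5 in these data, passing the limit was not always enough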;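 note: z-score of nuclear minus cytoplasmic ring GR-EGFP intensity difference per well; some compounds called inactive have numbers as strong as hits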
#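 Buffer or medium: tet-free medium with charcoal-stripped serum / Also added: dexamethasone agonist, 1.0 µM final, for 30 min / Timing: induction 48 h, compound 1 h, agonist 30 min / Measured by: high-content fluorescence imaging after fixation / Read-out: nuclear-to-cytoplasmic GR-EGFP distribution per well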
# GPR55 activation: GPR55 agonists via beta-arrestin recruitment, primary screen, imaging, U2OS cells, beta-arrestin-GFP redistribution (AID 1961) | 290,000 compounds, 0.048% hits | activation, % at 10 µM; hits with a dose series show EC50 in µM | U2OS GPR55 beta-arrestin-GFP redistribution imaging; higher % means a stronger effect;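 active = activation above 40% with more than 50 cells counted in the well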;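 note: U2OS osteosarcoma cells stably expressing GPR55 and beta-arrestin-GFP; plate controls were DMSO negative control for no effect and LPI positive control for full effect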
# AID2073: inhibitors of Mint1-CaV2.2 protein interaction, biochemical, HTRF (AID 2073); HTRF protein-protein interaction, Mint1-CaV2.2; higher % means a stronger effect; 290,000 compounds, 0.19% hits; inhibition, % at 20 µM; hits with a dose series show IC50 in µM; in the data active = inhibition mostly above about 51%, no sharp cut-off; note: some results filed as inactive read as strong as hits
# Dynein transport cytoplasmic EGFP: further read-out of Dynein transport, marked with its call; z-score; measured here: cytoplasmic GR-EGFP intensity; hits give high values
# Dynein transport nuclear GR-EGFP: recorded beside Dynein transport, whose call it bears; z-score; measured here: nuclear GR-EGFP intensity;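 lower value marks the stronger effect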
# Dynein transport cell count: recorded beside Dynein transport, whose call it bears; z-score; measured here: cell count per field
# Numbers without * were called inactive; nt = not tested or not shown; [ ] = dose if it differs, or a comment. Cut-off read from the data, not from the text of the source, unless noted: active = inhibition above about 50%; inactive = the rest.
SMILES,KOR beta-arrestin-1,M17LAP inhibition,HEK293 NOD2/NF-kB,KOR beta-arrestin-2,NOD1 NF-kB reporter,P. falciparum M1AAP,Dynein transport,Dynein transport cytoplasmic EGFP,Dynein transport nuclear GR-EGFP,Dynein transport cell count,GPR55 activation,AID2073
CCn1ncc([C@@H]2C[C@H]3CN(Cc4cccc(Cl)c4)C(=O)[C@]34CCCN24)c1C,-13%,-2%,-2%,-3.1%,-31%,2%,3.2,0.2,1.9,-2.3,-0.1%,1%
Cc1ccc(-c2nc3ncccc3o2)cc1NC(=S)NC(=O)c1ccco1,-20%,3%,-12%,-10%,-72%,4%,-1,-0.11,-0.0023,0.69,0.6%,24%
CC(=O)N(c1ccccc1)C1SC(=O)N(c2ccccc2)C1=O (stereo not drawn),-6%,0%,15%,-1.3%,4%,-3%,-0.22,-0.32,-0.34,0.32,-0.2%,4%
COc1ccc(CN2C(=O)CCC2(C)C(=O)NC2CCCCCC2)cc1 (stereo not drawn),11%,2%,7%,-0.6%,-10%,-15%,-0.24,-0.2,0.19,-0.017,0.0%,0%
C/C(=N/O)c1ccc2c(c1)OCCOCCOc1cc(/C(C)=N/O)ccc1OCCOCCO2,-9%,-2%,1%,2.5%,-4%,-2%,-0.058,-0.18,1.1,-0.47,0.3%,-1%
Cc1cc2oc(=O)cc(CN3CCN(C/C=C/c4ccccc4)CC3)c2cc1O,-10%,-6%,2%,5.9%,2%,2%,-0.055,-0.15,-0.019,-0.13,0.4%,2%
COc1ccc(C(CCN2CCN(c3ccccc3)CC2)c2c(O)cc(OC)cc2OC)cc1 (stereo not drawn),23%,1%,20%,1.7%,-1%,5%,0.52,-0.73,0.26,-0.3,-0.1%,10%
CN(CC(=O)N1CCCc2c1c(=O)oc1ccc(O)cc21)Cc1ccccc1,-69%,7%,10%,0.6%,-1%,8%,0.69,-0.25,0.38,0.097,-0.1%,15%
NC(=S)N/N=C/c1coc2ccc(F)cc2c1=O,nt,-10%,5%,3.2%,14%,12%,-1.2,-0.23,-0.32,1.6,-0.1%,9%
O=C(NCc1nc2ccccc2[nH]1)C1=C[C@H](c2ccc(Br)cc2)C[C@H](OCc2ccc(CO)cc2)O1,-10%,-5%,28%,-0.9%,-18%,10%,-0.43,-0.25,0.054,0.36,1.4%,20%
O=Cc1cccn1-c1ccc(O)cc1,-33%[20 µM],7%,2%,nt,-15%,3%,-0.43,-0.23,-0.44,0.41,-0.1%,6%
CCN(CC(=O)Nc1c(F)cccc1F)C(=O)c1cccnc1SC,-19%,nt,-2%,8.9%,-19%,nt,nt,nt,nt,nt,-0.1%,1%
CCOC(=O)c1cnn(C(=O)c2ccccc2)c1N,-38%,23%,13%,23%,9%,-4%,0.82,-0.27,0.14,-0.86,-0.8%,2%
O=C(N/N=C/c1cccnc1)c1ccccc1,-9%,nt,-5%,3.0%,1%,nt,nt,nt,nt,nt,-0.1%,8%
CCCN(CCC)CCCNC(=O)C1CCN(S(=O)(=O)c2cccc3nsnc23)CC1,-33%,nt,-8%,2.6%,-12%,nt,nt,nt,nt,nt,0.2%,-1%
COc1cc(OC)c(OC)cc1/C=N/NC(=O)CSc1ccccc1F,-9%,nt,16%,-5.2%,-5%,nt,nt,nt,nt,nt,-0.3%,7%
Cc1ccccc1CC1(CO)CCCN(Cc2ccccc2Cl)C1 (stereo not drawn),-22%[20 µM],nt,-2%,-0.5%,-23%,nt,nt,nt,nt,nt,-0.1%,0%
CCOC(=O)c1c(NC(=O)CSc2nnnn2-c2ccccc2)sc2c1CC(C)(C)NC2(C)C,-61%,nt,23%,8.1%,34%,nt,nt,nt,nt,nt,-0.2%,-1%
Cc1cc(CNC(=O)Cc2ccc(F)cc2)c2ccccc2n1,-22%,0%,4%,-3.3%,-11%,-2%,1.4,-0.0088,1.3,-1.1,0.6%,-5%
CCC(C)N1CCC(Oc2ccc(C(=O)NCc3ccccn3)cc2)CC1 (stereo not drawn),-6%,nt,10%,12%,36%,nt,nt,nt,nt,nt,0.6%,8%
COc1ccccc1N1CCN(S(=O)(=O)/C=C/c2ccccc2)CC1,-14%,12%,-8%,0.1%,18%,4%,-0.45,-0.033,-0.065,-0.074,0.0%,-5%
Cn1c(=O)c2c(ncn2CC(=O)N2CCN(c3ccccc3)CC2)n(C)c1=O,nt,0%,16%,nt,-3%,-1%,-0.12,-0.24,0.14,0.57,0.2%,-4%
COC(=O)c1nn(-c2ccccc2)nc1-c1nn(-c2ccccc2)nc1C(=O)OC,1%,-9%,-21%,-2.2%,-17%,-1%,-0.66,-0.14,-0.39,0.36,-0.2%,-4%
COc1cccc(N2C(=O)CC(N3CCC(C(N)=O)(N4CCCCC4)CC3)C2=O)c1 (stereo not drawn),10%,3%,20%,-6.8%,-16%,1%,-0.38,-0.29,0.075,0.88,-0.1%,12%
CCc1cc(CNC(=O)c2ccc3nc(Cc4ccc(OC)c(OC)c4)oc3c2)on1,-29%,nt,23%,8.2%,28%,nt,nt,nt,nt,nt,-0.1%,8%
Cc1cc(C)n2nc[n+](C)c2n1,8%,-3%,13%,-2.8%,-12%,11%,-0.47,-0.21,-0.33,0.83,0.2%,-6%
CCCCCN1C(C)=CC(=C(C#N)C#N)C=C1C,-18%,-1%,16%,-5.5%,-6%,10%,-0.69,-0.27,-0.44,0.7,1.6%,18%
Cn1nnnc1NC(=O)c1ccccc1Cl,1%,nt,10%,-1.9%,-18%,nt,nt,nt,nt,nt,-0.2%,4%
Cc1cc(NC(=O)c2cc([N+](=O)[O-])cc([N+](=O)[O-])c2)n(-c2ccccc2)n1,11%,3%,25%,-5.0%,8%,11%,-0.036,-0.19,0.011,-0.34,-0.1%,2%
CC(C)Nc1nc(NC(C)C)nc(Oc2ccc(=O)n(C)n2)n1,-11%,-8%,-38%,3.7%,21%,7%,-0.72,0.017,-0.21,-0.16,-0.3%,7%
COc1ccc(OCc2cc(C(=O)NC(C)c3cnn(C)c3)no2)c(Cl)c1 (stereo not drawn),34%,nt,-17%,-0.4%,-40%,nt,nt,nt,nt,nt,-0.2%,0%
CCC(=O)c1ccc(OC(=O)N2CCOCC2)cc1,-33%[20 µM],nt,0%,18%,-26%,nt,nt,nt,nt,nt,-0.1%,15%
O=C(Cn1nc(Cc2cccnc2)c2ccccc2c1=O)NCc1ccc(F)cc1,33%,0%,1%,18%,-5%,1%,0.37,-0.29,0.42,0.45,-0.1%,-1%
CCOC(=O)C1(Cc2ccccc2C(F)(F)F)CCN(C2CCC2)CC1,15%[20 µM],-6%,-2%,nt,-23%,-5%,0.64,0.023,0.84,-1.8,-0.1%,-3%
C=CCOc1ccc(/C=N/NC(=O)CN2CCCCC2)cc1OC,-6%[20 µM],nt,15%,-3.2%,-29%,nt,nt,nt,nt,nt,1.1%,10%
CN1CCN(C(=O)C2CCCN(S(=O)(=O)c3ccccc3)C2)CC1 (stereo not drawn),-21%,nt,-21%,-0.6%,-5%,nt,nt,nt,nt,nt,-0.2%,8%
CC(=O)Oc1cccc(C2C3=C(CC(C)(C)CC3=O)Nc3ccccc3N2C(C)=O)c1 (stereo not drawn),-9%[20 µM],nt,-6%,1.1%,-20%,nt,nt,nt,nt,nt,-0.2%,4%
O=C(NN=C1CCCC1)C(=O)Nc1cccc(C(F)(F)F)c1,-24%,7%,0%,4.6%,-32%,12%,0.34,-0.023,0.54,0.052,0.3%,8%
O=C(/C=C/c1ccccc1)NC(=S)Nc1ccccc1,-72%[20 µM],nt,-1%,-3.3%,-29%,nt,nt,nt,nt,nt,0.0%,7%
CCOC(=O)Nc1ccc(S(=O)(=O)NCc2ccccc2)cc1,0%,0%,6%,4.8%,32%,0%,-0.69,-0.19,-0.12,0.44,-0.3%,10%
CCCC1(CCC)C(=O)NC(=NCCc2ccc(OC)c(OC)c2)NC1=O,4%,3%,8%,7.1%,-7%,-4%,0.75,0.0031,0.4,-1.2,0.5%,37%
O=C(Nc1cccc([N+](=O)[O-])c1)NC1CCCCCCC1,17%,nt,-36%,-1.5%,-72%,nt,nt,nt,nt,nt,-0.1%,4%
N#Cc1ccsc1NC(=O)COC(=O)c1cc2ccccc2cc1O,-19%,9%,-61%,-1.6%,-45%,5%,-0.75,-0.17,-0.7,-0.15,-0.1%,7%
CCOC(=O)c1nsnc1NCCSC(=N)N,-20%,-17%,-7%,1.9%,-25%,6%,0.57,-0.11,0.015,-0.23,-0.3%,-5%
CC/C(=N/N=C(\CC)c1ccccc1)c1ccccc1,-20%,-7%,11%,14%,-14%,3%,-0.97,-0.32,-0.72,1.2,-0.3%,8%
Cc1nn(Cc2ccc(Cl)c(Cl)c2)c(C)c1NC(=O)c1sc2ccccc2c1Cl,-47%,-11%,-7%,-0.6%,26%,4%,-0.94,-0.31,-0.28,0.2,-0.4%,11%
Cn1c2ccccc2c(=O)c2c(O)cccc21,-33%,2%,23%,6.1%,16%,2%,-0.39,-0.34,-0.21,0.34,0.7%,16%
CC(C)Sc1nnc(NC(=O)C2CC2)s1,-12%,nt,-11%,-2.0%,38%*,nt,nt,nt,nt,nt,0.4%,-4%
CCc1nnc(SCC(=O)Nc2nc(C)c(C(=O)N(C)C)s2)n1CC,-11%,nt,-13%,7.1%,-13%,nt,nt,nt,nt,nt,-0.1%,1%
Cc1cc(NC(=O)COc2cccc3cccnc23)no1,4%,12%,-12%,1.1%,-28%,6%,-1,-0.082,0.13,0.79,-0.1%,6%
CCCCNC(=O)CCCn1c(=S)[nH]c2cc3c(cc2c1=O)OCO3,0%,-4%,-8%,-0.5%,-14%,5%,-0.44,-0.46,-0.31,0.4,0.0%,-54%
CCOc1cc(S(=O)(=O)n2nc(C)cc2C)ccc1Br,-3%,-3%,11%,6.0%,-21%,5%,-1.3,-0.2,-0.52,0.59,0.1%,-6%

# This is a subset; the hit share may differ from the screen's.
